Tb PFK block – blocks T. brucei phosphofructokinase | O15648 | Potency, µM (series often up to 57.5 µM), for the others: at the top dose activity, negative = inhibition, most hits filed as inhibitors | T. brucei PFK, ADP-Glo luminescence | 0.17% of 330,000 active | AID 485367;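 further: potency means the concentration at half of the fitted maximal effect; 0% = uninhibited 1x PFK enzyme wells and -100% = no-enzyme wells; nearly all actives have a fitted effect of over 60% in size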
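ADP-Glo luminescence quantified ADP after 45 min at room temperature, with 1.25 nM T. brucei PFK, 0.1 mM ATP and 0.5 mM fructose-6-phosphate in pH 8.0 TEA buffer. qHTS titrations up to 57 µM; curves classified by quality.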
TCR activator – activates T cell receptor signaling. primary human leukocytes, anti-CD3, IL-2 HTRF, 48 h. Potency, µM (top dose mostly 9.22 µM), for inactives: at the highest dose activation of IL-2 secretion, actives largely listed as activators. 330,000 tested, under 10 active. AID 504894; further: % of control where 0% means no effect
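Compounds are tested in HTS on primary human leukocytes co-incubated with a-CD3 beads for 48 hr. IL-2 output is measured by time-resolved FRET.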
B2AR arrestin – recruits beta-arrestin to the human beta2-adrenergic receptor | P07550 | beta-arrestin recruitment to beta2AR, cell-based reporter | Potency, µM (top dose mostly 46.1 µM), without a hit: top-dose activation, most hits filed as activators | 0.02% of 330,000 active | AID 492947;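 further: potency means the concentration at half of the fitted maximal effect; 0% = DMSO controls and full agonism = EC100 isoproterenol or metaproterenol; nearly all actives have a fitted effect of over 65% in size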
uPA surface inh – blocks generation of uPA at the cell surface; 0.31% of 330,000 active; Potency, µM (highest dose often 38.3 µM), for inactives: top-dose activity change, negative = inhibition, usual class: inhibitors; cell surface uPA generation assay, qHTS; active means well fitted inhibition curve with a large enough effect; inconclusive means small, poorly fitted or top-dose-only effect; inactive means no such curve, though single readings can be large or run the other way; tested in mouse RAW 264.7 cells; further: potency means the concentration at half of the fitted maximal effect; on the % scale 0 is the no-effect control and ±100 the full control effect; nearly all actives have a fitted effect of over 55% in size
BCR signal inh – blocks chronic active B-cell receptor signaling. 0.05% of 340,000 active. ABC-DLBCL IkBa-CBG/CBR reporter, luminescence ratio, 4 h. Potency, µM (doses to about 46.1 µM), inactives show top-dose ratio change, negative = lower green/red ratio, actives largely listed as inhibitors. AID 493014; active means well fitted inhibition curve with a large enough effect in the signal ratio, with a control signal flat, not every such curve was filed as active; inconclusive means small, poorly fitted or top-dose-only effect, or effect the other way, or a change in a side signal; the % refers to the signal ratio;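 further: potency means the concentration at half of the fitted maximal effect; plate controls were basal doxycycline-induced cells for no effect and cells given 10 µM MG132 for full effect; MG132 reads +100%, hits lower the ratio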
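TMD8 ABC-DLBCL cells carrying doxycycline-inducible green luciferase fused to IkappaBalpha plus unfused red luciferase were exposed to compounds (up to 46 uM) for 4 hrs at 37C. Activity came from the overlap-corrected green/red luminescence ratio.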
Eya2 inh – inhibitors of human Eya2 phosphatase activity. Potency, µM (series often up to 76.9 µM), for the others: at the top dose activity, negative = inhibition, actives largely listed as inhibitors. recombinant Eya2, OMFP fluorescence dephosphorylation (OMFP is methylfluorescein phosphate). O00167. 0.006% of 330,000 active; further: potency means the concentration at half of the fitted maximal effect; on the % scale 0 is the no-effect control and ±100 the full control effect
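Eya2 (0.2 uM) preincubated 10 min at ambient with compound, then OMFP substrate added at 50 uM; 10 min reaction in 50 mM HEPES pH 7.5, 50 mM NaCl, 5 uM MgCl2, 0.05% BSA, 1 mM DTT. Fluorescence read at Ex 485/Em 525 nm.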
USP2a inh – blocks human ubiquitin-specific protease USP2a | USP2 core, Ub-CHOP2 coupled fluorogenic reporter, 485/531 | Potency, µM (top dose mostly 38.3 µM), inactives show at the highest dose activity change, negative = inhibition, hits mostly inhibitors | 0.01% of 330,000 active;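 further: potency means the concentration at half of the fitted maximal effect; plate controls were DMSO wells for no effect and full inhibition by NEM control for full effect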
Target sequence (O75604 whole entry, looked up): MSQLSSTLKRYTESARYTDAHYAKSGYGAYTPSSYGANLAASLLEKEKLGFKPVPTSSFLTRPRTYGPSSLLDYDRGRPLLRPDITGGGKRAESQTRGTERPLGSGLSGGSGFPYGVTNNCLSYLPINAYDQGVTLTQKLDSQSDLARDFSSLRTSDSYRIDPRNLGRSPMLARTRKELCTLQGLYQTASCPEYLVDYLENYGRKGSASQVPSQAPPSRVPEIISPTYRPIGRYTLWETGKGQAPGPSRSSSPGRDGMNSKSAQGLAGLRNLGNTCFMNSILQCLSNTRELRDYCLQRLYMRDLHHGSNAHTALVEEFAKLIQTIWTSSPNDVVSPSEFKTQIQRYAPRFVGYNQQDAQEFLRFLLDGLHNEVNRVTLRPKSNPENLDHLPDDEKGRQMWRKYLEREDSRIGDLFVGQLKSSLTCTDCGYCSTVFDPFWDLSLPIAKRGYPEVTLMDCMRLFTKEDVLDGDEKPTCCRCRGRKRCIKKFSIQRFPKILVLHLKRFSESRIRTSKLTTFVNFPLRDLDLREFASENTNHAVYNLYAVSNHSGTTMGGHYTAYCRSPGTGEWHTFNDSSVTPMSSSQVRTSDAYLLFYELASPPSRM
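Cell-free coupled assay: 10nM USP2 core preincubated 30min RT with compound in Tris-HCl pH 8.0/CaCl2/CHAPS buffer, then 25nM Ub-CHOP2 and 25nM reporter substrate; fluorescence (Ex 485/Em 531) read after 60min RT, normalized to NEM inhibition, concentration-response curves fitted.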
TSHR antag – blocks TSH signaling through the human TSH receptor. P16473. TSHR-expressing cells, TSH-stimulated cAMP HTRF, 2 h; stronger effect = lower value. activity change, negative = inhibition, % at 11.5 µM. 0.2% of 330,000 active. AID 504810;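 active means activity change below a set negative limit, meaning inhibition stronger than a set level, cut at about -70% in these data; inconclusive means activity change between two set negative limits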; further: on the % scale 0 is the no-effect control and ±100 the full control effect
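Antagonism was scored as loss of TSH-driven cAMP in TSHR cells, stimulated with 4nM TSH (EC80) for 2 hours at 37 deg C and detected by homogeneous HTRF competition immunoassay.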
Mito fusion act – mitochondrial division inhibition or fusion activation. Potency, µM (series often up to 46.1 µM), without a hit: at the top dose growth rescue (activation), hits mostly activators. AID 485298. S. cerevisiae fusion-defective mutant growth rescue, CellTiterGlo 48 h. 0.23% of 320,000 active;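 further: potency means the concentration at half of the fitted maximal effect; % of control where 0% means no effect; nearly all actives have a fitted effect of over 45% in size; temperature-sensitive fusion mutants such as fzo1-1 at 37 °C on non-fermentable ethanol glycerol medium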
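Growth-rescue viability read-out: after 48 h at the non-permissive 37C in glycerol/ethanol YPEG, yeast mitochondrial fusion mutants are measured by CellTiterGlo luminescence; compounds (23 nl pinned per well) restoring growth score as division inhibitors or fusion activators.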
ELG1 DNA repair – blocks ELG1-dependent DNA repair in HEK293T cells. HEK293T ELG1-luciferase reporter, luminescence, 16 h; DNA damage induced by 5-fluorouridine. Potency, µM (highest dose often 46.1 µM), for inactives: top-dose activity change, negative = inhibition, most hits filed as inhibitors. 2.3% of 330,000 active; further: potency means the concentration at half of the fitted maximal effect; on the % scale 0 is the no-effect control and ±100 the full control effect; nearly all actives have a fitted effect of over 55% in size
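DMSO vehicle served as the neutral condition. Each well held 2,000 cells given 5-fluorouridine plus compound; after 16 hr at 37 °C/5% CO2, ONE-Glo was added and luciferase measured 30 min later.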
PTAP TSG101 blk – blocks PTAP/TSG101 interaction to inhibit HIV-1 budding; Q99816; Potency, µM (highest dose often 115 µM), without a hit: at the top dose activity change, negative = inhibition, most hits filed as inhibitors; 340,000 tested, under 10 active; AID 493005; Fluorescence polarization, FITC-PTAP peptide / Tsg101 binding; active means well fitted inhibition curve with a large enough effect in the main read-out, with a control signal flat, not every such curve was filed as active; inconclusive means small, poorly fitted or top-dose-only effect, or effect the other way, or a change in a side signal; inactive means no such curve, though single readings can be large or run the other way; further: potency means the concentration at half of the fitted maximal effect; % of control where 0% means no effect
Target sequence (Q99816 whole entry, looked up): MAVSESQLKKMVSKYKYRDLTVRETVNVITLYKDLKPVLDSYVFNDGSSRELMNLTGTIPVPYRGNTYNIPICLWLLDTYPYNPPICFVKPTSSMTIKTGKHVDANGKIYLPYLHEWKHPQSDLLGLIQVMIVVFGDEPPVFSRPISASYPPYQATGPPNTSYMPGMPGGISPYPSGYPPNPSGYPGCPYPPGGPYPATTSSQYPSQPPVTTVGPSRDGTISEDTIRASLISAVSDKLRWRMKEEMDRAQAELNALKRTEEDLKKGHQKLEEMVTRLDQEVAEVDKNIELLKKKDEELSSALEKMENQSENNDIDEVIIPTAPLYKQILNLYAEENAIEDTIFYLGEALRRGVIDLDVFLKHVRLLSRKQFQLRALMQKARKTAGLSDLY
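Compounds were pin-transferred onto Tsg101 binding domain (10 uM final) in HEPES pH 7.5 buffer, then FITC-PTAP peptide was added at 50 nM final. After 20 min at RT, polarization reported peptide displacement across a qHTS concentration series.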
The depositor's hits bear a star; ? = inconclusive; . = not tested or not shown; [ ] = dose if it differs, or a comment. Unless noted, the call rests on the fitted dose curve; in most records, active means well fitted curve in the direction sought with a large enough effect; inconclusive means small, poorly fitted or top-dose-only effect, or another doubt; inactive means no such curve, though single readings can be large; an effect the other way counts as inactive or inconclusive.

SMILES	Tb PFK block	TCR activator	B2AR arrestin	uPA surface inh	BCR signal inh	Eya2 inh	USP2a inh	TSHR antag	Mito fusion act	ELG1 DNA repair	PTAP TSG101 blk
C=CCSc1nc2sc3c(c2c(=O)n1-c1ccccc1)CCN(C)C3	-15%	-2%	0.4%	-5%	0%	-3%	5%	1	-16%	-13%	-5%
Cn1cc(C(=O)C(=O)N2CCCc3ccccc32)c2ccccc21	-3%	-2%	0.2%	-10%	?	5%	-1%	-1	-7%	-8%	-4%
CCCCCn1c(SCCN2CCOCC2)nc2c1c(=O)[nH]c(=O)n2C	-1%[0.46 µM]	4%	0.3%	-1%	-7%	5%	3%	-1	2%	2%	-4%
Cc1cc(N2CCN(c3ccccn3)CC2)n2cc(-c3ccccc3)nc2n1	-7%	-6%	0.0%	0%	?	14%	4%	-9	-9%	?	-6%
O=C(/C=C/c1ccc(OC(F)F)cc1)Nc1cccc(S(=O)(=O)NC2=NCCCCC2)c1	1%	10%	-1.2%	-3%	?	-10%	0%	-12	-5%	?	1%
CS(=O)(=O)/C(C#N)=C/c1cccn1S(=O)(=O)c1ccccc1	0%	-1%	0.3%	12%	0%	-28%	-5%	17	-1%	5%	2%
CCC(=O)c1ccc(OCC(=O)Nc2nn3cnnc3s2)cc1	2%	2%	0.5%	4%	-23%	23%	-2%	11	-3%	10%	-5%
Cc1cc(=O)oc2c(C)c(OCC(=O)NCCCN3CCOCC3)ccc12	1%	-41%	0.3%	-1%	-9%	9%	4%	-1	1%	?	-8%
COc1ccc(NC(=O)c2c(C)nn(Cc3ccccc3)c2C)cc1S(=O)(=O)N(C)C	-10%	-5%	-0.5%	1%	-1%	-5%	0%	1	-3%	?	-11%
O=C(NNC(=O)[C@H]1CC=CC[C@H]1C(=O)O)c1ccc(Cl)cc1Cl	5%	-6%	-1.6%	2%	6%	2%	1%	14	-2%	3%	-2%
Cc1nccn1-c1cc(C(C)(C)C)nc2c(-c3ccccc3)cnn12	-5%	2%[46.1 µM]	-1.6%	6%	3%	5%	-1%	10	8%	?	0%
CC(=O)c1ccc(NC(=O)C2CCCN2S(=O)(=O)c2cccs2)cc1 (configuration not stated)	-2%	1%	-0.6%	-2%	-9%	25%	0%	7	4%	0%	-2%
O=C(NCCN1CCOCC1)c1cccc2c1C(=O)c1ccc(N3CCCC3)cc1S2(=O)=O	0%	0%	-0.1%	-5%	0%	5%	25%	10	.	?	17%
CCOC(=O)c1ccc(NC(=O)CCNc2c(N3CCCC3)c(=O)c2=O)cc1	-8%	5%	-0.4%	12%	5%	-19%	0%	11	-1%	5%	-1%
COc1ccc(Cl)cc1N(CC(=O)N1CCCC1)S(C)(=O)=O	-3%	-1%	0.2%	-5%	4%	7%	7%	-2	2%	11%	0%
Cc1ccc(S(=O)(=O)N2CCOCC2)cc1NC(=O)COC(=O)c1ccc2c(c1)OCO2	0%	-6%	0.1%	2%	-1%	3%	1%	-4	-5%	5%	-4%
O=C(c1nc2nc(-c3ccccc3)cc(C(F)(F)F)n2n1)N1CCCCC1	0%	-2%	0.5%	.	-16%	0%	2%	-9	-2%	3.3µM*	-7%
O=C1CCN(Cc2ccccc2)CCN1[C@H](CSc1ccccc1)c1ccccc1	0%	-9%	-1.0%	-18%	11%	5%	-1%	-9	0%	27%	-4%
COc1ccc(/C=N/NC(=S)NC2CCS(=O)(=O)C2)cc1 (configuration not stated)	10%	5%[46.1 µM]	0.4%	7%	?	10%	6%	4	6%	14%	0%
CCC/C=C(\CCC)C(NC(=O)OCC(C)C)c1ccc(C(=O)OC)cc1 (configuration not stated)	-1%	3%	-0.7%	8%	19%	-10%	3%	-9	-5%	12%	1%
Cc1noc(C)c1NC(=O)Nc1cccc2c1O[C@H](CN(C)S(=O)(=O)c1cn(C)cn1)[C@@H](C)CN([C@H](C)CO)C2=O	1%	8%	-0.7%	2%	3%	-10%	2%	5	.	?	-2%
CCOC(=O)CSc1nc(C)c(C(=O)OCC)s1	-7%	-9%	-0.4%	8%	14%	-8%	2%	-3	6%	7%	-1%
Clc1cccc(CNc2nc(-c3cccnc3)nc3ccccc23)c1	14%	4%	-0.1%	7%	1%	2%	-3%	-4	-1%	?	1%
COc1ccc2c(c1)C=C(CN1CCN(C3CCCC3)C(CCO)C1)CO2 (configuration not stated)	0%	9%	0.0%	-2%	-11%	-9%	0%	-8	3%	1%	-6%
N#CCCN(CCC#N)c1nncs1	0%	-2%	0.0%	6%	4%	9%	-1%	7	0%	3%	1%
SMILES	Tb PFK block	TCR activator	B2AR arrestin	uPA surface inh	BCR signal inh	Eya2 inh	USP2a inh	TSHR antag	Mito fusion act	ELG1 DNA repair	PTAP TSG101 blk
COc1ccc2[nH]c(CN3CCN(CC=C(C)C)C(CCO)C3)c(C)c2c1 (configuration not stated)	2%	.	-0.1%	5%	0%	-7%	0%	1	0%	18%	-10%
CCN(CC)S(=O)(=O)c1ccc(N(C)Cc2cccc(OC)c2OC)nc1	-2%	-2%	0.4%	-10%	-9%	-12%	-1%	-13	-4%	13µM*	-1%
c1ccn2c(c1)nc1c2nc2ccccn21	-7%	0%	-0.4%	.	18%	-6%	-1%	-23	-6%	?	-7%
CSCC[C@H](NC(=O)C(C)(C)Oc1ccc(Cl)cc1)c1nc2ccccc2[nH]1	-1%	-3%[46.1 µM]	2.9%	6%	-1%	7%	2%	2	-3%	-6%	-4%
CCOc1ccccc1-c1nc(-c2cccc(Br)c2)no1	-2%	-7%	0.1%	.	-19%	15%	-2%	-15	3%	?	0%
COc1cc(NC(=O)CSc2nnc(NC(C)C)s2)cc(OC)c1OC	-1%	-1%	0.4%	2%	?	-2%	1%	4	14%	?	-3%
CCOC(=O)C1CCN(Cc2cc(=O)oc3c(C)c(C)ccc23)CC1	-4%	-2%	0.0%	2%	?	-6%	0%	-10	-9%	?	-8%
Cc1cc(C)c(-c2c(O)c3cccc4c3n(c2=O)CCC4)c(C)c1	16%	-2%[46.1 µM]	-0.4%	-1%	-3%	-2%	2%	-2	22%	14%	-4%
Cc1ccc(NC(=O)c2cc(-c3ccc4c(c3)OCO4)on2)cc1C	2%	10%	0.2%	-2%	-15%	1%	3%	4	2%	?	-2%
CCOc1ccccc1C(=O)NC1CC2CCCC(C1)N2Cc1ccc(C)cc1 (configuration not stated)	2%	.	-0.3%	3%	0%	-9%	-1%	41	1%	-7%	2%
O=C(NNC(=O)c1cc(Cl)nc2ccccc12)c1ccccc1F	-14%	-2%	-0.4%	-2%	-19%	12%	-2%	0	-9%	1%	-1%
CCOC(=O)c1ccc(NC(=O)C(=O)NCCc2ccc(OC)cc2)cc1	-5%	-13%	-1.1%	-3%	5%	8%	-1%	2	5%	10%	-3%
COc1ccc(-c2csc3ncn(-c4ccccc4)c(=O)c23)cc1OC	2%	3%	0.0%	2%	1%	-7%	7%	-5	9%	8%	1%
COC(=O)C1CCN(CC(N)=O)CC1	-1%	-5%	-0.1%	-2%	-1%	-3%	2%	3	0%	-6%	-2%
Cc1cc(C)cc(N(C(=O)Cc2cccs2)C(C(=O)NC2CCCC2)c2ccc(C)o2)c1 (configuration not stated)	-4%	-1%	0.0%	8%	2%	0%	2%	12	-4%	17%	-2%
CCc1ccc(NS(=O)(=O)c2ccc3c(c2)oc(=O)n3C)cc1	1%	-4%	0.2%	-1%	-5%	2%	1%	-1	16%	?	-6%
CS(=O)(=O)Oc1ccc2c(c1)O/C(=C\c1cccnc1)C2=O	-9%	0%	-0.7%	9%	?	?	4%	-5	1%	?	0%
CCOC(=O)C1CCCN(Cc2c(C(=O)N3CCOCC3)nc3ccccn23)C1 (configuration not stated)	-1%	8%	0.3%	-1%	1%	2%	0%	3	0%	5%	-7%

Single records, from the list above. Screens in order: Tb PFK block, TCR activator, B2AR arrestin, uPA surface inh, BCR signal inh, Eya2 inh, USP2a inh, TSHR antag, Mito fusion act, ELG1 DNA repair, PTAP TSG101 blk
Profile of CCOc1ccccc1-c1nc(-c2cccc(Br)c2)no1 = -2%, -7%, 0.1%, ., -19%, 15%, -2%, -15, 3%, ?, 0%
Profile of CS(=O)(=O)Oc1ccc2c(c1)O/C(=C\c1cccnc1)C2=O = -9%, 0%, -0.7%, 9%, ?, ?, 4%, -5, 1%, ?, 0%
